# UDG counterscr: UDG inhibition counter-screen; Potency, µM (series often up to 115 µM), inactives show at the top dose activity change, negative = inhibition, usual class: inhibitors; FRET deamination/UDG coupled assay, UDG read, 4 h; hit rate 0.14% among 91,000; note: nearly all actives have a fitted effect of over 65% in size
# AID inhibitor: inhibitors of human activation induced cytidine deaminase. Q9GZX7. AID deamination FRET fluorescence, UDG-coupled, 4 h. Potency, µM (doses to about 115 µM), without a hit: at the highest dose activity change, negative = inhibition, hits mostly inhibitors. hit rate 0.32% among 91,000. AID 1347428; note: nearly all actives have a fitted effect of over 25% in size
# Target sequence (Q9GZX7 whole entry, looked up): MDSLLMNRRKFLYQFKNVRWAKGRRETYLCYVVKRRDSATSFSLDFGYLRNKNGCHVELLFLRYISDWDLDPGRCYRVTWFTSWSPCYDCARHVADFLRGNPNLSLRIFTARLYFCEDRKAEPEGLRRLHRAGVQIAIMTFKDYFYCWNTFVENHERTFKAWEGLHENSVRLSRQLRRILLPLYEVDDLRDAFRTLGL
# * hit, by the source's call; u = inconclusive; [ ] = another dose, or the depositor's remark. Calls come from the whole dose curve; as a rule, active = well fitted curve in the direction sought with a large enough effect; inconclusive = small, poorly fitted or top-dose-only effect, or another doubt; inactive = no such curve, though single readings can be large; an effect the other way counts as inactive or inconclusive. % is set by controls: 0 for no effect and ±100 for the full control effect; potency is the fitted concentration of half-maximal effect. Some of the compounds tested; count on the stated rates, not on these rows.
SMILES,UDG counterscr,AID inhibitor
CCc1nn(CC(=O)N2CCN(c3ccc(OC)cc3)CC2)c(=O)c2cc3sccc3n12,-11%,6%
O=C(NCc1ccccc1Cl)c1cc2c(s1)-c1ccccc1SC2,-8%,-10%
Cc1ccc(C)c(S(=O)(=O)NCC(c2ccc(N(C)C)cc2)N2CCOCC2)c1 (stereo not drawn),-28%,-28%
Clc1ccccc1-c1nnc(-c2ccccc2CNc2ccc(Br)cc2)o1,18%,12%
CC(C)CCNC(=O)C1CCN(C(=O)c2cc3sccc3n2Cc2ccc(Cl)cc2)CC1,9%,-6%
COc1ccc(-c2c(C)c3ccc(O)c(CN4CCN(CCO)CC4)c3oc2=O)cc1OC,11%,-5%
COc1ccc(S(=O)(=O)Oc2ccc3c(c2)O/C(=C\c2cc(OC)c(OC)cc2OC)C3=O)cc1,-3%,1%
COc1ccccc1C(=O)Nc1ccc(C(=O)OCc2cc(=O)n3c4c(sc3n2)CCCC4)cc1,1%,-14%
Cc1ccc(C)n1-c1nnc(N2CCCC(C(=O)NCc3ccc(F)cc3)C2)s1 (stereo not drawn),-17%,38%[activator]
CCc1ccc(NC(=O)Cn2c(=O)oc3cc(S(=O)(=O)NCc4ccccc4)ccc32)cc1,u,-1%
COc1cccc(CNc2ncnc3onc(-c4ccc(F)cc4)c23)c1,11%,17%
Cc1nc2nc(SCC(=O)NCCc3ccc(Cl)cc3)nn2c(C)c1Cc1c(F)cccc1Cl,-8%,-21%
Cc1ccccc1CC(C)Nc1ccc(C#N)cn1 (stereo not drawn),0%,-7%
O=c1c(N2CCc3ccccc3C2)csc2ccc(F)cc12,3%,3%
CCc1ccc(NC(=O)Cn2c(=O)n(CCCC(=O)NCCc3ccc(OC)c(OC)c3)c(=O)c3ccccc32)cc1,-13%,u

# Record cards, as listed above. Screens in order: UDG counterscr | AID inhibitor
# Entry for Cc1nc2nc(SCC(=O)NCCc3ccc(Cl)cc3)nn2c(C)c1Cc1c(F)cccc1Cl → -8% | -21%
# Entry for O=c1c(N2CCc3ccccc3C2)csc2ccc(F)cc12 → 3% | 3%
# Entry for O=C(NCc1ccccc1Cl)c1cc2c(s1)-c1ccccc1SC2 → -8% | -10%

# Additional compounds follow.
SMILES,UDG counterscr,AID inhibitor
N#C/C(=C/c1ccccc1)C(=O)Nc1ccc(N2CCOCC2)cc1,-4%,-12%
CCc1ccc(-c2nc3c(c(SCc4ccc(F)cc4)n2)Cc2c(CO)cnc(C)c2O3)cc1,9%,7%
Cc1cc(=O)oc2cc(OCc3ccc(C(=O)OC(C)C(=O)NC(N)=O)cc3)ccc12 (stereo not drawn),-10%,u
CCCN1CCC(NC(=O)c2csc(C)c2CC)CC1,3%,-3%
COc1ccccc1Cc1nc2ccccc2nc1SCC(=O)NCCc1ccccc1,1%,93%[activator]
CCc1ccc(-n2c(CCC(=O)O)ccc2-c2cccs2)cc1,20%,27%
CCN(CC)CCCNC(=O)c1c(C)oc2ncn(CC(C)C)c(=O)c12,u,25%
Cc1c2cnn(-c3ccccc3)c(=O)c2c(C)n1C(C)C(=O)NCc1cccc(Br)c1 (stereo not drawn),-17%,u
COc1ccc(C(=O)Nc2c(NCc3ccccc3)c3ccccc3oc2=O)cc1,-4%,-6%
CCN(Cc1nc2cc(Cl)ccc2c(=O)[nH]1)C(=O)CNC(=O)c1ccc(C(F)(F)F)cc1,1%,1%
CC(=O)C1=C(c2ccc(Cl)c(Cl)c2)N(C(C)=O)n2c(nnc2C2CCCCC2)S1,-1%,56%[activator]
CC1CCN(c2oc(-c3ccc(COc4ccc(Cl)cc4)o3)nc2C#N)CC1,-5%,-12%
CC(C)c1ccc(C(CNC(=O)c2cc(-c3cccs3)on2)N2CCOCC2)cc1 (stereo not drawn),-4%,4%
COc1ccc(C(=O)Nc2ccc(-c3nc4ccccc4o3)cc2)cc1OC,3%,-2%
COc1ccc(C(=O)/C(=C\c2cccc(Cl)c2)c2nc3ccccc3o2)cc1,-8%,-26%
Cc1cc(OC(C)(C)c2n[nH]c(=S)n2CC(C)C)ccc1Cl,-4%,4%
NC(=O)c1ccc(CNc2cnc3ccccc3n2)cc1,-3%,2%
Cc1ccccc1NC(=O)CSc1ncc2c(n1)-c1ccccc1N(C)S2(=O)=O,-25%,158%[activator]
O=C(NCCc1ccc(Cl)cc1)c1ccc2nc(CCc3ccccc3)oc2c1,-9%,u
Cc1ccc(-c2cnc(CCC(=O)NCC3CC3)o2)cc1C,12%,3%
O=C(CSc1nc2ccccc2nc1Cc1ccccc1)N1CCCc2ccccc21,-12%,u
C#CCOc1ccc2ccccc2c1/C=C(\C#N)c1ccc(F)cc1,-10%,-9%
CSc1ccc(Cl)c(C(=O)Oc2ccccc2Cc2ccccc2)c1,10%,-2%
C/C(=N/Nc1ccccc1C(F)(F)F)c1cccs1,5%,-2%
CCC(Sc1nc2ccncc2[nH]1)C(=O)Nc1ccc(F)cc1 (stereo not drawn),-2%,12%
Cc1onc(-c2ccccc2)c1C(=O)N1CCN(S(=O)(=O)c2ccc(Cl)cc2)CC1,3%,-1%
Cc1ccccc1OCC(=O)Nc1ccc2nc(SCC(=O)N(C)c3ccccc3)sc2c1,-19%,-8%
O=C(/C=C/Nc1ccc(Br)cc1F)c1ccc(OC(F)F)cc1,-10%,-7%
Cc1ccc(NC(=O)Cn2c(-c3nonc3N)nc3ccccc32)cc1Cl,4%[57.5 µM],1%
N#Cc1ccc(C(=O)OCC(=O)Nc2ccc(N3CCOCC3)cc2)cc1,0%,-5%
COc1ccc2c(c1)CC(C(=O)Nc1cccc(C)c1C)CO2 (stereo not drawn),0%,-7%
CCN(C(=O)Cn1cnc2c1c(=O)n(C)c(=O)n2C)c1ccccc1C,-15%,9%
COC(=O)CNC(=O)c1ccc(C)cc1,-7%,-9%
COc1ccc(-n2c(-c3ccco3)nc3c(cnn3-c3ccccc3Cl)c2=O)cc1,-15%,u
Cc1ccc(NCc2ccc(O)cc2)cc1,0%,4%
Cc1ccccc1CNC(=O)C(C)n1nc(C)n2c(cc3occc32)c1=O (stereo not drawn),-4%,4%
COCCNC(=O)C1CCN(C(=O)c2cc3sccc3n2Cc2ccc(Cl)cc2)CC1,-7%,-1%
CC(=O)c1ccc(N2CCN(C(=O)c3csc(-c4ccccc4)n3)CC2)cc1,-11%,-15%
CCOc1ccc(CNCc2c(C(=O)O)n(Cc3ccccc3C)c3cc(OC)ccc23)cc1OC,-3%,-6%
Cc1ccc(CNC(=O)C2CCN(S(=O)(=O)/C=C/c3ccccc3)CC2)cc1,-9%,2%
CCc1c(C(=O)NC(C)C)csc1C,-10%,-4%
FC(F)(F)c1ccccc1/C=N/Nc1ccc(Cl)c(Cl)c1,-7%,-16%
CCOc1ccc(CCNC(=O)c2cnc3sc(N4CCCCCC4)nn3c2=O)cc1,4%,-7%
CCc1ccc(NC(=O)Cn2c(=O)n(CCCCC(=O)NCc3ccccc3Cl)c(=O)c3ccccc32)cc1,-9%,13%
NC(=S)NNc1ccccc1,-12%,10%
Cc1ccc(NC(=O)C2CCCN(S(=O)(=O)c3cccc4cccnc34)C2)cc1 (stereo not drawn),-4%,-3%
COc1ccccc1NC(=O)Cn1c(=O)n(Cc2cccs2)c(=O)c2cccnc21,u,18%
Cc1cccc(OCc2nn3c(CN4CCOCC4)nnc3s2)c1,-9%,-8%
CCCCCSc1nnc(-c2ccc(Br)cc2)o1,23%,-12%
CCOC(=O)N1CCC2(CC1)OC(=O)C(C)=C2C(=O)NCc1cccc(OC)c1,u,8%
CNC(=O)CN1C(=O)COc2ccc(S(=O)(=O)N3CCCCCC3)cc21,13%,18%
CCOc1ccc(OCc2ccc(C(=O)Nc3cc(OC)c(OC)c(OC)c3)o2)cc1,-1%,-10%
Cn1c(COc2ccc(Cl)cc2)nnc1SCCOc1ccc(Cl)cc1,-15%,-21%
C[C@H](NC(=O)c1cc(-c2ccccc2)nc2ccccc12)C(=O)O,4%,8%
CCC(C)/C(C)=N/Nc1nc2ccccc2[nH]1 (stereo not drawn),-3%,1%
COc1cccc(NC(=O)CN2C(=O)c3cccc4cccc2c34)c1,-23%[57.5 µM],-5%[57.5 µM]
COc1ccc(C(=O)Oc2ccc3c(=O)c(Oc4ccccc4Br)coc3c2)cc1,1%,0%
COc1ccccc1-c1nc(S(=O)(=O)c2ccc(Cl)cc2)c(N2CCCCCC2)o1,u,u
Cc1ccc2oc(=O)cc(CN3CCN(Cc4ccccc4)CC3)c2c1,-4%,-4%
O=C(NCCNCc1c[nH]c2ccccc12)c1ccc(F)cc1,23%,-1%

# In another format: 5 of the compounds above
smiles	UDG counterscr	AID inhibitor
CC(=O)c1ccc(N2CCN(C(=O)c3csc(-c4ccccc4)n3)CC2)cc1	-11%	-15%
CCOc1ccc(CNCc2c(C(=O)O)n(Cc3ccccc3C)c3cc(OC)ccc23)cc1OC	-3%	-6%
Cc1ccc(CNC(=O)C2CCN(S(=O)(=O)/C=C/c3ccccc3)CC2)cc1	-9%	2%
CCc1c(C(=O)NC(C)C)csc1C	-10%	-4%
FC(F)(F)c1ccccc1/C=N/Nc1ccc(Cl)c(Cl)c1	-7%	-16%

# (continued)
SMILES,UDG counterscr,AID inhibitor
COc1ccc(C)cc1NC(=O)CC(C)(C(=O)O)c1ccccc1 (stereo not drawn),-4%,-2%
COCCOC(=O)/C(C#N)=C/c1ccc(O)c(I)c1,4%,0%
COc1ccc(C2=NN(C(=O)c3ccccc3)C(c3ccc(OC)c(OC)c3)C2)cc1OC (stereo not drawn),2%,-3%
CCN(CC)CCCNc1oc(/C=C/c2ccc(OC)c(OC)c2)nc1C#N,1%,20%
CCOC(=O)c1ccccc1NC(=O)CSc1nnc(CC)n2c1cc1occc12,-13%,-18%
CC(C)Cc1ccc(C(C)NC(C)C(=O)NC(N)=O)cc1 (stereo not drawn),-4%,2%
COc1cccc(NC(=O)C2CCCN(c3ncnc4onc(C)c34)C2)c1 (stereo not drawn),0%,2%
COc1ccc2c(C)cc(SCC(=O)NC(C)c3ccccc3)nc2c1 (stereo not drawn),-9%,-29%
CC(Oc1ccccc1F)C(=O)N1CCC(c2nc3ccccc3o2)CC1 (stereo not drawn),1%[57.5 µM],-5%
Cc1ccc(C)c(N2CCN(C3=C(c4ccccc4)C(=O)c4ccccc43)CC2)c1,u,-6%
Cc1ccc(S(=O)(=O)NCCc2nnc3ccc(SCC(=O)Nc4ccc(F)cc4F)nn23)cc1,u,4%
CCOc1ccccc1C(=O)Nc1cccc2ccc(C)nc12,-2%,u
CC(NC(=O)c1nccnc1N)c1ccccc1Br (stereo not drawn),-11%,-3%
O=C(NCc1ccccc1Br)c1ccc(-n2cnc3cccnc32)cc1,28%,-13%
O=C(Nc1cccc2cccnc12)c1ccc(OC2CCCC2)cc1,-10%,-14%

# Reformatted field by field: part of the list above
> CC(Oc1ccccc1F)C(=O)N1CCC(c2nc3ccccc3o2)CC1 (stereo not drawn)
  UDG counterscr: 1%[57.5 µM] | AID inhibitor: -5%

> Cc1ccc(C)c(N2CCN(C3=C(c4ccccc4)C(=O)c4ccccc43)CC2)c1
  UDG counterscr: u | AID inhibitor: -6%

> Cc1ccc(S(=O)(=O)NCCc2nnc3ccc(SCC(=O)Nc4ccc(F)cc4F)nn23)cc1
  UDG counterscr: u | AID inhibitor: 4%

> CCOc1ccccc1C(=O)Nc1cccc2ccc(C)nc12
  UDG counterscr: -2% | AID inhibitor: u

# More records:
SMILES,UDG counterscr,AID inhibitor
Cc1ccc(F)cc1NC(=O)CCc1c(C)nn(-c2ccc(N3CCCC3)nn2)c1C,0%[57.5 µM],5%
COc1cccc(C(=O)Nc2cccc(OCc3cc(=O)n4c5c(sc4n3)CCCC5)c2)c1,-8%,-16%
COc1ccc(-c2nc(SCC(=O)N3CCC(C)CC3)n[nH]2)cc1,-5%,-4%
COc1ccc(NC(=O)Cn2ncc3c([nH]c4ccccc43)c2=O)cc1Cl,-4%[57.5 µM],4%
CC(C)(C)C(=O)Oc1ccc2c(c1)O/C(=C\c1cccnc1)C2=O,5%,-5%
CS(=O)Cc1cccc(C(=O)N2CCC(n3cccc3)CC2)c1 (stereo not drawn),8%,13%
CC(=O)Nc1ccc(NC(=O)c2c(-c3ccccc3)noc2C)cc1,3%,26%
O=C(Cc1c[nH]c2ccccc12)N1CCN(C(=O)NC2CCCC2)CC1,-1%,0%
COc1ccc(Nc2nc(C(=O)OCC(=O)c3ccc(F)cc3)cs2)cc1,-12%,-14%
CCc1ccc(NC(=O)CSc2c(C)cnc3c2c(=O)n(C)c(=O)n3C)cc1,3%,1%
Cc1cccc(N2CCN(C(=O)C3CCN(C(=O)c4cc5sccc5n4C)CC3)CC2C)c1 (stereo not drawn),-11%,u
Cn1c(SCC(=O)N2CCCc3ccccc32)ncc(C(=O)Nc2ccc(F)cc2)c1=O,-9%,u
Cc1ccccc1NC(=O)C1CCN(S(=O)(=O)c2ccccc2)CC1,-2%,-19%
CCOc1ccc(S(=O)(=O)Nc2cccc(OC)c2)c2cccnc12,-1%,-7%
COc1ccc(Cl)cc1NC(=O)Cn1ccn(Cc2ccc(C)cc2)c(=O)c1=O,3%[57.5 µM],15%
COc1cc(OC)c(NC(=O)C2CCCN(c3ccc4nnc(C)n4n3)C2)cc1Cl (stereo not drawn),8%,0%
CCOc1ccc(NC(=O)N2CCN(C(=O)c3nsc4ccccc34)CC2)cc1,4%,2%
CCCc1sc(C(=O)N2CCCCCC2)cc1Br,-6%,-13%
COc1ccc(C(=O)/C=C/c2ccc(F)c(F)c2)cc1CC(=O)O,-16%,-17%
CCOC(=O)N1CCN(CC(=O)Nc2oc3ccccc3c(=O)c2-c2ccc(C)cc2)CC1,-7%,-6%
COc1ccc2c(CNCC(C)c3ccccc3)c(C(=O)O)n(Cc3ccc(F)cc3Cl)c2c1 (stereo not drawn),-6%,-2%

# Screening data deposited in PubChem by National Center for Advancing Translational Sciences (NCATS).
